Screening data as filed in PubChem.
eLon inh: inhibitors of E. coli Lon protease. P0A9M0. purified E. coli Lon protease, fluorescence polarization. inhibition, % at 7.94 µM. hit rate 0.42% among 360,000; in the data active = inhibition above about 13%, passing the limit was not always enough;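 note: 0% = enzyme with probe and DMSO and 100% = no enzyme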
MT1-MMP act inh: inhibitors of human MT1-MMP activation | P50281 | HT1080 RFP-PRO-GFP cells, GFP/RFP ratio fluorescence, overnight; percent of plate control window, DMSO zero | GFP/RFP ratio change, % at 20 µM | hit rate 0.061% among 360,000 | AID 651647;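 active = GFP/RFP ratio change of at least 30% with cell ATP level not reduced by more than half and red fluorescence within 50% of control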; note: strong numbers were not always called active
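Material: RFP-PRO-GFP reporter HT1080 cells. Dosing: single-point 20 µM compound, 1% DMSO. Controls: DMSO and RFP-L50D-GFP cell wells. Timing: cells overnight before dosing, compound overnight, 37 °C, 5% CO2. Measure: GFP/RFP fluorescence ratio.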
MsrA act: bovine methionine sulfoxide reductase A activation; purified bovine MsrA, absorbance read-out; hit rate 0.3% among 360,000; activation, % at 10.6 µM; in the data active = activation above about 7.5%;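 note: 0% = vehicle and 100% = reference activator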
Rin1 Abl inh: blocks binding of human Rin1 to Abl | AID 588664 | TR-FRET Rin1/Abl binding, biochemical | inhibition, % at 7.35 µM | P00519+Q13671 | hit rate 0.4% among 360,000; in the data active = inhibition above about 5%, passing the limit was not always enough
CSN deneddyl inh: blocks human CSN-mediated cullin deneddylation | hit rate 0.38% among 360,000 | Purified CSN, SCF-Nedd8-OG deneddylation, fluorescence polarization | inhibition, % at 12.5 µM;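 active = pattern-corrected inhibition above about 35%, with an unprinted fluorescence ratio check between 0.5 and 1.5, limit read from the data, passing the limit was not always enough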;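 note: 0% = enzyme with substrate and 100% = substrate without enzyme; some results filed as inactive read as strong as hits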
Target sequence (Q92905 whole entry, looked up, one chain of several): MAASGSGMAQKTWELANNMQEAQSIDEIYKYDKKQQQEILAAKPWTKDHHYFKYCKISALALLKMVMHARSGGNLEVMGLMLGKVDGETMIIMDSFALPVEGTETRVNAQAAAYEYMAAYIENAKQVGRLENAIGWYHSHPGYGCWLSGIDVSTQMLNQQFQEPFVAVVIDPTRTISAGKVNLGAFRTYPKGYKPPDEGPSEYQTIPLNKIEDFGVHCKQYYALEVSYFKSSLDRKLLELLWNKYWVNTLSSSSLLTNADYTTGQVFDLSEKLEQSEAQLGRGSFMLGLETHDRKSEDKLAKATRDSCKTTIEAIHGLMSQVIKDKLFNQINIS
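Material: purified human Csn5 enzyme expressed in HEK293T cells / Medium: Tris buffer pH 7.5, NaCl, DTT, Tween-20, trehalose, ovalbumin / Compound dosing: 12.5 µM single point / Schedule: 90 min incubation of compound, enzyme and substrate at room temperature / Signal: fluorescence polarization of the substrate / Control set: no-enzyme wells high, enzyme-with-substrate wells low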
PABP1 MLLE inh: inhibitors of microRNA-mediated deadenylation, human PABP1 MLLE binding. GST-MLLE / FITC-PAM2 fluorescence polarization. inhibition, % at 20 µM. hit rate 0.36% among 360,000; in the data active = inhibition above about 35%, passing the limit was not always enough;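 note: plate controls were DMSO wells with GST-MLLE for no effect and wells lacking GST-MLLE protein for full effect; some results filed as inactive read as strong as hits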
Target sequence (P11940 whole entry, looked up): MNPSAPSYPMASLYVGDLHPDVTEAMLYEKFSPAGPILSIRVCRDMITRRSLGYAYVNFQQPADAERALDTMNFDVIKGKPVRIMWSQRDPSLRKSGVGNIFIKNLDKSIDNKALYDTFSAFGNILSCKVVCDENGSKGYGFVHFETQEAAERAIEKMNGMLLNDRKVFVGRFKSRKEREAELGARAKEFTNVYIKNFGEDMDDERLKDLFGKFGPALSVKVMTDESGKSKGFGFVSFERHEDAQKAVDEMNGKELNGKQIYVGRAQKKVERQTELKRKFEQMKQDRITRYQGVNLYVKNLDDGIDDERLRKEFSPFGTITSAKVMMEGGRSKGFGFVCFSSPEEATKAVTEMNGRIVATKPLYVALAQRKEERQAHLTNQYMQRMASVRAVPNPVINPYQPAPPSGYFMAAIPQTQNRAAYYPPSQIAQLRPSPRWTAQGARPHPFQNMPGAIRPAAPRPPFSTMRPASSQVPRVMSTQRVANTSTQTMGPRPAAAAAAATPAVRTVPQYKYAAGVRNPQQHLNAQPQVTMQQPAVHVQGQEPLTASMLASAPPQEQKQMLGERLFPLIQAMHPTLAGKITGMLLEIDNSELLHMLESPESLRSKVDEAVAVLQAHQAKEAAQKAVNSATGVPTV
MsrA inhibitor: inhibitors of bovine MsrA | hit rate 0.75% among 360,000 | purified bovine MsrA, absorbance read-out | AID 651718 | inhibition, % at 15.5 µM; in the data active = inhibition above about 4.5%;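 note: 0% = vehicle wells with enzyme and 100% = reference inhibitor wells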
Rpn11 inh: blocks the human proteasome subunit Rpn11 | O00487 | human 26S proteasome, Ub4-pepOG fluorescence polarization; 20S core pre-blocked with epoxomicin | hit rate 0.59% among 360,000 | calls only at 20 µM;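 active = inhibition at 20 µM, scaled to each plate's controls, above about 33%, limit read from the data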
FAS TE block: blocks the thioesterase domain of human fatty acid synthase; recombinant FAS-TE, OMFH fluorogenic substrate, fluorescence endpoint; hit rate 0.67% among 360,000; inhibition, % at 15 µM;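 active = compounds whose normalised, plate-corrected inhibition of enzyme fluorescence in the single-dose primary screen is 50% or more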;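 note: 0% = DMSO with enzyme and 100% = substrate without enzyme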
* marks the source's active call; other numbers are inactive results; i = inactive; nt = no result given; & = joins results of further samples. Hits appear at their usual frequency, and some 3.7% of all compounds hit somewhere here.

SMILES	eLon inh	MT1-MMP act inh	MsrA act	Rin1 Abl inh	CSN deneddyl inh	PABP1 MLLE inh	MsrA inhibitor	Rpn11 inh	FAS TE block
CC1CCN(Cc2ccc(NC(=O)C3CCN(c4nnc(-n5cccc5)s4)CC3)cc2)CC1	5	-3	1	-1	8	-16	1.1	i	-9
NC(=O)c1ccccc1NC(=O)NC1CCCCC1	-10	-7	-1	-1	-5	0	0.4	i	-6
Cc1cc2ccccc2n1CCNC(=O)C1CC1	9	32*	-2	-1	-3	20	1.8	i	-5
COc1cccc(C(=O)N(CN2CCCC2=O)c2cc(C)on2)c1	4	2	1	-2	0	2	-0.1	i	-6
COC(=O)CCCC1=CC2=C(c3ccccc3)C(=O)C(C)(OC(=O)C3CCCC3)C(=O)C2=CN1C1CC1 (configuration not stated)	12	-1	0	-1	1	15	0.3	i	-9
COc1ccc(CCNC(=O)c2n[nH]c3ccccc23)cc1	2	2	-1	1	6	-4	-0.4	i	-2
Cc1ccc(S(=O)(=O)Nc2ccccc2C(=O)Nc2sccc2C(=O)NN(C)C)cc1	-8	2	-2	1	0	-7	1.5	i	1
Cc1nn(S(=O)(=O)c2cccc([N+](=O)[O-])c2)c(C)c1Br	10	4	-3	3	5	-3	-0.7	i	23
CC(C)(C)n1nc2c(c1NC(=O)c1ccccc1S(=O)(=O)C(F)F)CS(=O)(=O)C2	-1	0	-4	0	3	14	1.1	i	-3
CCCCNc1c(-c2cccc(OC)c2)nc2nc(C)cc(C)n12	-4	-4	-4	nt	0	nt	0.5	nt	-6
O=C(NCCS(=O)(=O)NC1CCCCC1)c1ccc2c(c1)OCO2	1	-8	-5	-6	0	20	0.4	i	-5
COc1ccc(CCNc2cc(C)[nH]c(=O)c2)cc1OC	6	0	-4	7	3	1	-0.9	i	-9
O=C1CC(NNc2nc3ccccc3s2)C(=O)N1c1ccccc1 (configuration not stated)	0	1	-2	-1	-2	1	-0.5	i	0
CC(OC(=O)Cc1n[nH]c(=O)c2ccccc12)C(=O)Nc1ccc(S(N)(=O)=O)cc1 (configuration not stated)	-11	-4	-1	-2	-2	3	-0.8	i	-1
O=C(COc1nc2ccccc2nc1N1CCOCC1)Nc1cccc(S(=O)(=O)N2CCCCC2)c1	-6	2	-4	-2	-2	-7	1.4	i	20

The final five records of the section above lead into the next.
SMILES	eLon inh	MT1-MMP act inh	MsrA act	Rin1 Abl inh	CSN deneddyl inh	PABP1 MLLE inh	MsrA inhibitor	Rpn11 inh	FAS TE block
O=C(NCCS(=O)(=O)NC1CCCCC1)c1ccc2c(c1)OCO2	1	-8	-5	-6	0	20	0.4	i	-5
COc1ccc(CCNc2cc(C)[nH]c(=O)c2)cc1OC	6	0	-4	7	3	1	-0.9	i	-9
O=C1CC(NNc2nc3ccccc3s2)C(=O)N1c1ccccc1 (configuration not stated)	0	1	-2	-1	-2	1	-0.5	i	0
CC(OC(=O)Cc1n[nH]c(=O)c2ccccc12)C(=O)Nc1ccc(S(N)(=O)=O)cc1 (configuration not stated)	-11	-4	-1	-2	-2	3	-0.8	i	-1
O=C(COc1nc2ccccc2nc1N1CCOCC1)Nc1cccc(S(=O)(=O)N2CCCCC2)c1	-6	2	-4	-2	-2	-7	1.4	i	20
Cc1ccc(-c2c[n+](CC(=O)N3c4ccccc4Sc4ccccc43)c3n2CCC3)cc1	-6	-33	1	-1	-13	-19	-0.4	i	-4
N=C1C(c2ccccc2)=C(O)CN1CCCO	4	2	-2	1	-4	4	-0.2	i	-2
CC1CC(C)CN(c2nc(NCc3ccco3)nc(N)c2[N+](=O)[O-])C1 (configuration not stated)	16	-9	-3	0	3	1	0.6	i	19
O=C(OCc1nnc(-c2ccccc2)o1)c1cc(F)c(F)cc1Cl	7	-1	-2	-2	0	9	0.3	i	29
Cc1ccc(C(=O)Nc2ccccc2-c2ccccc2)o1	-6	0	-4	-2	-5	-12	-1.6	i	1
CCOC(=O)C1CCCN(C(=O)c2cc(C#N)cs2)CC1 (configuration not stated)	-10	-2	-6	-3	-3	-2	0.7	i	-6
Cc1ccc(NC(=O)CN2C(=O)c3ccccc3C2=O)c(C)c1	7	0	-10	5	-5	0	0.2	i	-4
CCn1c(SCC(=O)NC2CCCCC2)nnc1C(CO)NC(=O)c1ccccc1 (configuration not stated)	-3	3	-3	2	1	3	-0.3	i	-3
Cn1cc(SCC(=O)Nc2nccs2)c2ccccc21	0	3	-2	-2	-2	13	0.8	i	-2
CS(=O)(=O)N(CC(=O)NC1CCCC1)C1CCCCC1	2	1	-5	2	8	-2	1.2	i	-5
C#CC(=O)N(c1cccc(OC)c1)C(C(=O)NC1CCCC1)c1cccs1 (configuration not stated)	6	-9	1	3	7	8	0.1	i	8
O=C(CN(C(=O)C1CSC(=O)C1)c1cccc(F)c1)NC1CCCC1 (configuration not stated)	-4	-1	-4	0	8	12	-0.1	i	2
COc1ccc(NC(=S)NCC(c2ccco2)N2CCCC2)cc1 (configuration not stated)	-2	-2	-3	2	-4	-47	1.1	i	-3
CCOC(=O)CNC(=O)N(C)[C@H]1C[C@H]2c3[nH]c4ccccc4c3CCN2C[C@H]1[C@H](C)O	1	-7	-4	2	4	-6	1.7	i	-5
COc1c2occc2c(OC(C)=O)c2c(=O)cc(C)oc12	-3	-2	-4	2	3	-12	0.5	i	-6
Cc1ccc(CCNC(=O)CC2Oc3ccc(C)cc3NC2=O)cc1 (configuration not stated)	-1	5	-12	3	3	-2	0.0	i	-9
CN(C)c1ccc(CN(C(=O)/C=C/c2ccccc2Cl)C2CCS(=O)(=O)C2)cc1 (configuration not stated)	1	-1	-1	1	-3	2	0.1	i	2
COc1ccccc1OCc1ccc(C(=O)N(C)c2ccccc2)o1	-4	0	1	2	1	11	-0.4	i	1
O=C(N[C@@H]1C/C=C\C[C@@H](CC(=O)N(CCO)Cc2ccccc2)C(=O)N[C@@H](c2ccccc2)COC1=O)OCC1c2ccccc2-c2ccccc21	-11	1	-1	1	-1	-8	-1.5	i	6
CCSc1nnc(NC(=O)c2ccc(F)c(S(=O)(=O)N3CCOCC3)c2)s1	-10	1	-3	2	-1	-5	1.2	i	-4
COc1cc(OC)cc(C(=O)Nc2ccccc2N2CCOCC2)c1	-10	0	-7	-3	1	10	1.9	i	3
CC(C)(C)c1ccc(CC(=O)N2CCC2(C)C(=O)Nc2ccc3[nH]ncc3c2)cc1 (configuration not stated)	-3	4	0	0	3	-3	-0.4	i	1
CCCCCc1c(O)nc(SCCN(C)C)[nH]c1=O	-3	-9	0	0	-4	2	-0.5	i	-6
Clc1cc(-c2ccc(/C=N/n3cnnc3)o2)ccc1Br	5	5	-2	-1	3	-17	0.9	i	18
CCn1nc(NS(=O)(=O)c2ccccc2)c2cc3cc(C)ccc3nc21	-8	6	-2	0	-5	-7	2.4	i	-8
Cc1nn(C)c(C(=O)NC2C3CC4CC(C3)CC2C4)c1Cl (configuration not stated)	22	3	-3	-1	6	6	-0.8	i	4
CC1C[C@@]2(NC(=O)NC2=O)C(C)CN1C (some centres not stated)	-5	1	-1	-1	-2	-9	0.4	i	-8
CN(C(=O)COC(=O)c1cc(-c2ccc(Cl)s2)nc2ccccc12)C1CCS(=O)(=O)C1 (configuration not stated)	-5	-8	-6	4	-5	11	-0.9	i	20
COc1ccccc1C(=O)Nc1nnc([C@@H]2C[C@H](O)[C@@H](CO)O2)s1	4	-1	-6	0	-1	4	0.6	i	-5
CC(COC(=O)c1ccccc1)(COC(=O)c1ccccc1)/[N+]([O-])=C/c1ccccc1	-22	1	0	-5	7	16	0.1	i	-3
CC(=O)Nc1cccc(C(=O)N/N=C/c2cccnc2)c1	5	1	-2	1	5	-5	0.5	i	-4
O=C(c1cnn2ccccc12)N1CCc2ccccc21	-1	-1	-2	1	-3	-15	2.5	i	-3
O=C1NC(=O)C(c2ccccc2)(c2ccccc2)N1	-10&-8	-1&-1	-6&-1	-1&1	-4&1	-22&-12	-0.4&1.2&0.6	i	-7&4
O=C(Cn1c(=O)cnc2ccccc21)NCC(=O)Nc1ccc(F)c(F)c1	10	11	0	-2	-5	-9	-0.8	i	-2
CCOC(=O)c1cc(-c2ccccc2)sc1NC(=O)C(C)(C)C	-2	-13	-1	-1	0	10	0.5	i	-1
COc1ccccc1NC(=O)CSc1nc(=O)n(CCN2CCOCC2)c2c1CCC2	1	1	-3	1	2	10	0.1	i	-6
Oc1ccc(C=Nc2cccc3ncccc23)c(O)c1	2	-12	-3	-4	-3	23	3.1	i	-11
Cc1ccc(S(=O)(=O)N2CCC[C@H]2C(=O)NC2CCCCC2)cc1	-7	3	-2	2	-5	2	0.5	i	-6
O=C(NCCCN1CCOCC1)C(=O)NCC1CCCO1 (configuration not stated)	-2	3	-1	0	-2	18	1.2	i	-4
Cc1c(C(=O)NCC2COc3ccccc3O2)oc2ccc(S(=O)(=O)N3CC(C)CC(C)C3)cc12 (configuration not stated)	4	-2	-4	3	4	-4	-0.8	i	38
CNS(=O)(=O)c1cc(-c2nnc(Nc3ccc(CC(N)=O)cc3)c3ccccc23)ccc1C	-5	2	-7	0	0	-2	2.2	i	-1
Cc1cc(C)n2c(NC3CCCC3)c(-c3cccnc3)nc2n1	1	-2	-3	nt	0	nt	1.1	nt	-10
COc1ccc(-c2ccc(SCC(=O)Nc3cccc(C(C)=O)c3)nn2)cc1OC	-2	3	-4	-2	5	1	0.1	i	4
CSc1cccc(NS(=O)(=O)c2ccc3c(c2)oc(=O)n3C)c1	0	1	2	-4	-1	-12	0.3	i	5
O=c1ccc(-c2ccc(S(=O)(=O)Nc3cccc(F)c3)o2)n[nH]1	4	1	-2	-5	-4	-8	-0.3	i	-2
Cc1ccc(NC(=O)c2cc(C(=O)c3cc(Cl)ccc3O)cn(-c3ccc(C)cc3)c2=O)cc1	12	-22	-2	-5	-1	-10	0.4	i	39
O=C(CN1C(=O)N/C(=C\c2ccccc2OCc2ccc(C(=O)O)cc2)C1=O)Nc1ccccc1F	1	0	-6	3	7	-4	4.6*	i	-2
Cc1cc(Nc2ccccc2C(=O)O)nc2nc3ccccc3c(=O)n12	-1	4	-7	-3	8	9	0.1	i	-6
COCCNC(=O)CN1CCOc2ccccc21	0	-1	2	-3	-2	10	-0.2	i	-5
CCOCC(O)CNC(=O)c1ccc2nc(Cc3ccc(OC)c(OC)c3)oc2c1 (configuration not stated)	2	5	-1	1	0	-1	-1.0	i	-5
CC1CCC(NC(=O)Cn2c(=O)[nH]c3ccsc3c2=O)CC1 (configuration not stated)	-12	0	-9	4	3	-8	0.5	i	-9
COc1ccc(OCC(=O)Nc2ccccc2OC)cc1	-3	-3	-10	5	5	5	0.2	i	-2
CC1(C)CC(=O)C2=C(C1)Nc1ccccc1N1C(=O)c3ccccc3C21 (configuration not stated)	-2	5	-3	3	7	-7	2.9	i	-4
Cc1cc(Br)cn2c(Cc3ccsc3)c(-c3ccccc3)nc12	24*	-1	-3	2	-4	8	2.0	i	7
CC1(C)CC(=O)CC(C)(C)N1OC(=O)c1ccncc1	0	4	0	4	-5	-3	0.7	i	-4
CCc1ccc(C(=O)NNc2cc(Cl)cc(Cl)c2)cc1	6	2	-1	2	-1	27	0.6	i	14
Cc1nnc(Sc2cc(NCCO)c([N+](=O)[O-])c3nonc23)s1	0	3	-13	-5	-2	11	2.3	i	65*
O=C(CCNC(=O)c1ccccc1)NCc1ccccc1F	-14	-1	-2	2	3	-2	-0.1	i	4
